High-throughput results: PubChem, National Center for Advancing Translational Sciences (NCATS)
FLuc inh – Firefly luciferase inhibition profiling of diverse chemical library using quantitative high-throughput screening; Luciferin 4-monooxygenase (Photinus pyralis), P08659; 76,000 compounds, 2.5% hits; purified P. pyralis luciferase, luminescence, biochemical; Potency, µM (doses to about 115 µM), inactives show top-dose activity change, negative = inhibition, actives largely listed as inhibitors; also: potency is read from the fitted curve at half-maximal effect; nearly all actives have a fitted effect of over 65% in size
Target sequence (P08659 whole entry, looked up): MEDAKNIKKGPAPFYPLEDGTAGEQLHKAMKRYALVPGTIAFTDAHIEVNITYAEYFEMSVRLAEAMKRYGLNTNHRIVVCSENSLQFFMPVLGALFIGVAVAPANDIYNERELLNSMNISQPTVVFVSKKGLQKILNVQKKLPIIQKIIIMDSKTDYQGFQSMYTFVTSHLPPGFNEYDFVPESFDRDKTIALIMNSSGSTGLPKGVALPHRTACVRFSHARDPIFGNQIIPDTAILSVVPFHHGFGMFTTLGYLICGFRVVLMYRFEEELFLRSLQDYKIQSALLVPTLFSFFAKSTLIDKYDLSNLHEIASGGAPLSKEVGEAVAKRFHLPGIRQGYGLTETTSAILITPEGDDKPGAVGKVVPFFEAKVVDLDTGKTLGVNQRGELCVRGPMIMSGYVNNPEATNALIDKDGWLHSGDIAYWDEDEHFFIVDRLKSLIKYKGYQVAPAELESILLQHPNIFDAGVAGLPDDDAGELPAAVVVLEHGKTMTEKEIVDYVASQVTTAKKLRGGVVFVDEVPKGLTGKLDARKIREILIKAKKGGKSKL
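Biochemical qHTS: compound (6-point titration) added to 10uM D-luciferin plus 10uM ATP in Tris acetate pH 7.5 buffer with Mg, Tween-20 and BSA, then purified enzyme at 10nM; light output imaged.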
SNCA expr inhib – Primary qHTS assay for inhibitors of alpha-synuclein gene (SNCA) expression; Potency, µM (series often up to 57.2 µM), without a hit: at the highest dose activity change, negative = inhibition, actives largely listed as inhibitors; 140,000 compounds, 0.17% hits; AID 1671194, 2021; HEK-293 SNCA-luciferase knock-in, luminescence, 24 h;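 also: potency is read from the fitted curve at half-maximal effect; plate controls were DMSO cells for no effect and cell-free wells for full effect; nearly all actives have a fitted effect of over 45% in size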
GPT2 inh – Primary qHTS assay for inhibitors of Glutamate pyruvate transaminase 2 (GPT2); Recombinant GPT2, coupled pyruvate oxidase/HRP Amplex Red fluorescence; Alanine aminotransferase 2 (Homo sapiens), Q8TD30; Potency, µM (top dose mostly 57.7 µM), without a hit: top-dose activity change, negative = inhibition, actives largely listed as inhibitors; 100,000 compounds, 0.25% hits; AID 1671188, 2021; also: potency is read from the fitted curve at half-maximal effect; nearly all actives have a fitted effect of over 60% in size; many of its hits are not listed in these tables
Target sequence (Q8TD30 whole entry, looked up): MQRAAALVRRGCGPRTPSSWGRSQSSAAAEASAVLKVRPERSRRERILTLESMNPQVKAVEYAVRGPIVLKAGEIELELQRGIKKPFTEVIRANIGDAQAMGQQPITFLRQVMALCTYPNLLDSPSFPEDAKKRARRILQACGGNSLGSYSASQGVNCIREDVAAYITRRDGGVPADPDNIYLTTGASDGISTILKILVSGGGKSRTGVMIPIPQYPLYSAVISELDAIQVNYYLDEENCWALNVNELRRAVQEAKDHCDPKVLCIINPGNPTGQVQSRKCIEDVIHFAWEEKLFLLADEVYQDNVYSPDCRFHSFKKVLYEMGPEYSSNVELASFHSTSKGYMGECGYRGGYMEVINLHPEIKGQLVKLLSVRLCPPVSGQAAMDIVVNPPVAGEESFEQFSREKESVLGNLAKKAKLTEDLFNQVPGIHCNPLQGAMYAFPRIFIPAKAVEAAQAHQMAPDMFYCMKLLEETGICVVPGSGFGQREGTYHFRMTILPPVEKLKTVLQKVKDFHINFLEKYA
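GPT2 10ng/uL, a-KG 250uM, L-Ala 2mM, HEPES pH7.5 + 0.0001% Tween; 30 min RT. Then Amplex mix (PO/HRP/ThPP), 30 min RT dark, fluorescence. AOA 50uM used as positive control.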
HEK293 viab – GF-AFC viability counterscreen for inhibitors of alpha-synuclein gene (SNCA) expression; 150,000 compounds, 0.12% hits; HEK-293-SNCA-luc viability, GF-AFC fluorescence, 24 h; Potency, µM (top dose mostly 57.1 µM), inactives show at the highest dose activity change, negative = cytotoxicity, usual class: cytotoxic;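 also: potency is read from the fitted curve at half-maximal effect; 0% = DMSO-treated cells and -100% = medium-only wells without cells; nearly all actives have a fitted effect of over 30% in size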
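Cytotoxicity counterscreen: after 24 h compound treatment of genome-edited SNCA-luciferase HEK-293 cells, live-cell protease substrate GF-AFC read by fluorescence after 30 min; activity scaled between DMSO (0%) and medium-only (-100%), curves Hill-fitted.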
IP6K1 inhibitor – Primary qHTS assay for small molecule inhibitors of Inositol hexaphosphate kinase 1 (IP6K1). Inositol hexakisphosphate kinase 1 (Homo sapiens), Q92551. IP6K1 kinase, ADP-Glo luminescence, 2 h; stronger effect = lower value. activity change, % (series mostly up to about 58 µM). 140,000 compounds, 0.81% hits. AID 1645851, 2021; in the data active = activity change below about -25%
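ADP-Glo luminescence measures ADP made by human IP6K1 during a 2 h RT reaction with ATP/IP6 (mix at 1.3 mM/130 uM); top library doses 57.5 and 19.1 uM final.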
NIH3T3 tox – Cytotoxic Profiling in NIH 3T3 Cell Line of Diverse Libraries Using Quantitative High-Throughput Screening; NIH 3T3 viability, CellTiter-Glo ATP luminescence, 48-72 h; Potency, µM (top dose mostly 96.7 µM), for inactives: at the top dose activity change, negative = cytotoxicity, most hits filed as inhibitors; 94,000 compounds, 4.3% hits; AID 1345082, 2018; also: potency is read from the fitted curve at half-maximal effect; nearly all actives have a fitted effect of over 55% in size
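Cytotoxicity is measured as loss of cellular ATP: NIH 3T3 cells (400/well) are exposed to compound for 48 or 72 hr at 37 °C, then CellTiter-Glo luminescence is imaged after 10 min at room temperature.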
HEK cytotox – Cytotoxic Profiling in HEK 293 Cell Line of Diverse Libraries Using Quantitative High-Throughput Screening. HEK 293 viability, ATP luminescence (CellTiter-Glo), 48-72 h. 94,000 compounds, 6.6% hits. Potency, µM (doses to about 115 µM), without a hit: at the highest dose activity change, negative = cytotoxicity, actives largely listed as inhibitors; also: potency is read from the fitted curve at half-maximal effect; nearly all actives have a fitted effect of over 60% in size
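Cytotoxicity was scored by loss of ATP-coupled luminescence (CellTiter-Glo) in HEK 293 cells. Compound treatment ran 48 or 72 hr at 37 degree Celsius, 5% CO2, 95% humidity.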
Starred values were filed as active, the others as inactive; i = inactive; ? = inconclusive; nt = not tested or not shown; [ ] = remark or other dose. Unless noted, calls follow the shape of the dose curve; as a rule, active = well fitted curve in the direction sought with a large enough effect; inconclusive = small, poorly fitted or top-dose-only effect, or another doubt; inactive = no such curve, though single readings can be large; an effect the other way counts as inactive or inconclusive. Unless noted, % is scaled to controls: 0 for no effect and ±100 for the full control effect.

molecule	FLuc inh	SNCA expr inhib	GPT2 inh	HEK293 viab	IP6K1 inhibitor	NIH3T3 tox	HEK cytotox
COc1ccc(-c2cc(N3CCC(NC(=O)c4cccc(N(C)C)c4)C3)n[nH]2)cc1 (stereo not given)	?	32%[activator]	?	3%	7	?	?
CC1=C[C@@H](CNC(=O)Nc2ccc(F)cc2)[C@H](C(C)C)C[C@H]1Cc1nc2c(C)cccc2[nH]1	?	?	1%	?	2	40µM*	?
COc1cc2c(c(OC)c1OC)C(c1cc3c(cc1Cl)OCO3)CC(=O)N2 (stereo not given)	-2%	35%[activator]	-10%[11.5 µM]	-5%	11	?	?
CCOC(=O)c1ccc(NC(=O)Cn2c(=O)n(CC)c(=O)c3c2cc(C)n3C)cc1	0%	?	i	-19%	-7	?	?
O=[S+]1([O-])NCC2(CCCN(Cc3ccc(C(F)(F)F)cc3)C2)Oc2ncccc21 (stereo not given)	nt	?	-9%	3%	-3	?	?
Cc1cccc(CN2CCCC(COc3ccccc3C(=O)N3CCCC3)C2)c1 (stereo not given)	-2%	-6%	-13%	-16%	-1	-13%	?
C=CCN1C[C@H]2COc3ccc(C)cc3[C@H]2N(C(=O)COc2ccccc2)CCC1=O	nt	nt	nt	nt	13	-23%	?
CNC(=O)[C@@H]1CN(C(=O)c2cscn2)C[C@H]1c1nc(COC)no1	-10%	-13%	-3%	5%	2	2%	i
COc1ccc(Cn2ccnc2SCC(=O)Nc2ccc(C)cc2C)cc1	nt	-17%	nt	-8%	5	nt	nt
CC(=O)Nc1ccc2c(c1)CCC(=O)N2CC(C)C	-5%	?	0%	8%	24	-5%	3%
Cn1c(-c2nc(-c3cn4ccccc4n3)no2)cc(=O)n(C)c1=O	-18%	30%	5%	0%	-10	-25%	1%
Cc1cccc(NC(=O)c2cc3c(=O)n4cccc(C)c4nc3s2)c1C	nt	-21%	nt	-8%	3	nt	nt

Fetched one by one from above (2):
molecule	FLuc inh	SNCA expr inhib	GPT2 inh	HEK293 viab	IP6K1 inhibitor	NIH3T3 tox	HEK cytotox
Cc1cccc(CN2CCCC(COc3ccccc3C(=O)N3CCCC3)C2)c1 (stereo not given)	-2%	-6%	-13%	-16%	-1	-13%	?
COc1ccc(Cn2ccnc2SCC(=O)Nc2ccc(C)cc2C)cc1	nt	-17%	nt	-8%	5	nt	nt

(more compounds)
molecule	FLuc inh	SNCA expr inhib	GPT2 inh	HEK293 viab	IP6K1 inhibitor	NIH3T3 tox	HEK cytotox
O=C1CC2(CCN(C(=O)C3CCCN3C(=O)Cc3ccccn3)CC2)Oc2ccccc2N1 (stereo not given)	nt	-12%	-5%	11%	-2	i	i
O=C(c1ccc(F)cc1)N1CCCC(c2nn(-c3ccccn3)c(=O)[nH]2)C1 (stereo not given)	nt	-16%	i	2%	10	-12%	3%
CC(C)CCNC(=O)c1cnc2n1CCN(Cc1cccc(OC(F)(F)F)c1)CC2	0%[172 µM]	?	-12%[88.5 µM]	-25%[87.6 µM]	-5	?	?
CCOc1cc(CNC(=O)CSc2n[nH]c(-c3ccccc3)n2)cc(OCC)c1OCC	nt	1%	nt	-2%	-10	nt	nt
CC[C@@]1([C@@H]2O[C@@H]([C@H]3O[C@@](O)(CO)[C@H](C)C[C@H]3C)C[C@H]2C)CC[C@H]([C@]2(C)CC[C@]3(C[C@H](O)[C@@H](C)[C@@H]([C@@H](C)[C@@H](OC)[C@H](C)C(=O)O)O3)O2)O1	nt	-6%[25.6 µM]	?	?	nt	nt	nt
Cc1noc(C2CC3(CCN(C(=O)COc4ccccc4)CC3)CN2C)n1 (stereo not given)	nt	15%	i	12%	-4	i	-7%
COCCNC(=O)[C@H]1C[C@H](Oc2ccccc2)CN1S(=O)(=O)c1ccccc1	0%	-18%	i	6%	16	3%	-11%
CCCCNC(=O)CCn1c(=O)c2cccn2c2cccnc21	nt	-11%	nt	-4%	29	nt	nt
O=C(NC1CCCN(c2ccc3nnc(C4CC4)n3n2)C1)c1ccccc1Cl (stereo not given)	nt	nt	nt	nt	10	-20%	?
COCCC(=O)N1CCc2c(n(Cc3ccc(OC)cc3)n(Cc3ccccc3)c2=O)C1	1%[172 µM]	-17%[87.6 µM]	i	-8%[87.6 µM]	4	?	i
CCC(=O)N1CCc2cc(Br)cc(S(=O)(=O)N3CCN(c4ccccc4OC)CC3)c21	nt	3%	nt	21%	-16	nt	nt
CC1(CNc2ccccc2)COc2ccc(C(=O)NCc3cccnc3)cc2N1 (stereo not given)	4%[172 µM]	3%[87.6 µM]	5%[88.5 µM]	-2%[87.6 µM]	-12	?	?
O=C(C1CCCN(Cc2cccc(-c3ccsc3)c2)C1)N1CCN(c2ncccn2)CC1 (stereo not given)	nt	nt	nt	nt	5	?	32µM*
CCCn1c2ccccc2c2cnn(CC(=O)Nc3cc(OC)c(OC)c(OC)c3)c(=O)c21	nt	31%	nt	-3%	-18	nt	nt
COC(=O)COc1ccc(C(=O)N[C@@H]2CN(C(=O)Nc3ccc(F)cc3)CCC[C@H]2O)cc1	0%	-17%	-9%	2%	15	-23%	-28%
Cc1ccc(NC(=O)Cn2cccc2-c2nc(-c3ccc(F)cc3)no2)c(C)c1	10%	-21%	4%	6%	34	1%	-17%
CC(C)c1nc2c(c(-c3ccc(Cl)cc3)n1)CCN(C(=O)c1ccccc1)CC2	nt	-6%	i	?	-6	-11%	?
Cc1nnc2n1CCC(N(C)C(=O)c1cc(C3CC3)[nH]n1)CC2 (stereo not given)	-1%	0%	3%	16%	-8	3%	-4%
Cn1nc(C(=O)Nc2cccc(-c3nnc4n3CCCC4)c2)c2ccccc21	?	45%[activator]	i	-11%	-4	?	?
Cc1ccc(CNC(=O)c2ccc(CSCc3ccc(Cl)cc3)o2)cc1	nt	-34%	nt	-11%	21	nt	nt
CN(C)c1ccc(CN2CCC3(C2)C(=NC2CCCC2)NC(=O)N3c2cccnc2)cc1 (stereo not given)	nt	2%	i	1%	5	?	-6%
CCOC(=O)c1sc2ccccc2c1S(=O)(=O)N1CCN(c2cccc(C)c2C)CC1	nt	2%	nt	-3%	-6	nt	nt
Cc1ccc(-c2c(C(=O)NCCCc3ccccc3)nc3sccn23)cc1	nt	?	i	-22%	22	28µM*	18µM*
CCC1CCCCN1C(=O)CCS(=O)(=O)c1cc2c(cc1C)NC(=O)CO2 (stereo not given)	nt	68%[activator]	nt	0%	-8	nt	nt
COc1cc(NC(=O)O[C@@H]2CC[C@]3(C)C(CC[C@@H](O)[C@H]3CC(=O)N3CC[C@@H](O)C3)[C@]2(C)CO)cc(OC)c1OC (stereo not given in full)	2%	12%	-13%	-4%	-1	-11%	1%
CCCCNC(=O)CSc1nc2n[nH]c(C)c2c(=N)n1-c1cccc(Cl)c1C	nt	-23%	nt	-14%	7	nt	nt
CN(Cc1cccnc1)C(=O)CCC1CCCN(S(=O)(=O)c2ccccc2)C1 (stereo not given)	-7%	-22%	i	-4%	30	-11%	-34%
CC(C)CCNC(=O)N1CCC2(CC1)C(=O)N(C)c1ccccc12	-7%	?	-2%	-8%	0	-22%	-16%
COC(=O)c1ccc2nc(CO[C@H]3CN(Cc4cccc(C#N)c4)C[C@H]3F)[nH]c2c1	-12%[172 µM]	5%[87.6 µM]	1%[88.5 µM]	11%[87.6 µM]	6	-24%[174 µM]	?
O=C1CCN(C(=O)CCc2nc3ccccc3s2)CCCCCCN1	-6%	8%	-28%	-9%	6	?	?
Cc1ccc(CN(Cc2ccco2)C(=O)COc2ccc(C)c(C)c2)cc1	nt	133%[activator]	nt	12%	0	nt	nt
CCC(=O)O[C@H]1C(C)(C)[C@H]([C@@H](O)C(=O)OC)[C@]2(C)C(=O)[C@@]1(O)[C@H]1O[C@]13C1CC(=O)O[C@@H](c4ccoc4)[C@]1(C)CCC32 (stereo not given in full)	nt	nt	1%[17.1 µM]	-3%[23.9 µM]	17	nt	nt
O=C(NCCc1ccccn1)c1ccc2c(c1)OCCN(c1ccccc1)C2	?	57%[activator][87.6 µM]	-9%[88.5 µM]	-6%[87.6 µM]	-4	-17%[138 µM]	?
CC1CCCCN1C(=O)CSc1nc2ccccc2nc1Cc1ccc(Cl)cc1 (stereo not given)	nt	?	nt	-12%	21	nt	nt
Cc1ccc(N(C)C(=O)CN2C(=O)CCc3cc(S(=O)(=O)N4CCOCC4)ccc32)cc1	nt	44%[activator]	nt	7%	-11	nt	nt
COCCCNC(=O)C1CCN(c2nn3cc(-c4ccc(F)cc4)nc3s2)CC1	nt	262%[activator]	nt	5%	10	nt	nt
COCCNc1oc(-c2ccccc2)nc1S(=O)(=O)c1ccc(Br)cc1	nt	?	nt	-11%	19	nt	nt
O=C1Cc2c(-c3ccsc3)n[nH]c2CN1CC1CC1	5%[230 µM]	11%[87.6 µM]	i	-9%[87.6 µM]	14	?	-17%[230 µM]
O=C(NCC(c1ccco1)S(=O)(=O)c1ccc(Cl)cc1)c1ccc(C(F)(F)F)cc1 (stereo not given)	nt	-2%	nt	-1%	-1	nt	nt
COc1ccc(CC(=O)NCc2ccc3c(c2)CCN3C(C)=O)cc1OC	nt	50%[activator]	nt	4%	30	nt	nt
CC(O)CNC(=O)C1CCN(c2nc(-c3ccccc3)nc3c2CCC3)CC1 (stereo not given)	7%	11%	i	0%	-4	-26%	i
CC(=O)c1ccc(NC(=O)N2C[C@@H]3C[C@H](C2)c2ccc(NC(=O)CN(C)C)c(=O)n2C3)cc1	-14%	-21%	0%	2%	-8	-7%	-7%
COc1ccc(N2CCN(c3c4c(nc5nncn35)CCC4)CC2)cc1	nt	-27%	nt	0%	25	nt	nt
CCc1ccc(C(=O)N2CCC[C@H]2c2nc(-c3ccc(OC)c(OC)c3)no2)cc1	-9%	-8%	i	?	-5	?	?
O=C(c1ccc(Cl)s1)N1CCC(c2nc(-c3ccccc3)no2)C1 (stereo not given)	-10%	54%[activator]	i	2%	-6	?	?

Only part of the results is shown (hit frequency here may not be typical).
